High-throughput results from PubChem BioAssay.
IMP-1 inhibitor: blocks Pseudomonas aeruginosa IMP-1 metallo-beta-lactamase | purified IMP-1, nitrocefin hydrolysis, epi-absorbance fluorescence | inhibition, % at 5.6 µM | actives 0.45% (n = 290,000) | AID 1556;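 active = inhibition above the mean plus 3 SD of all compounds in the same screening run, cut at about 4.5% in these data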;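 note: 0% = IMP-1 with DMSO and 100% = DMSO wells lacking enzyme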
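Assay system: purified recombinant IMP-1 beta-lactamase. Input: IMP-1 0.2 nM before substrate addition. Buffer or medium: Zinc- and detergent-supplemented HEPES buffer, pH 7.1. Schedule: 25 °C, 15 min preincubation, 25 min reaction. Signal: Epi-absorbance fluorescence, 480 nm excitation, 530 nm emission. Evaluation: percent inhibition from optical density relative to buffer-blank wells.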
VIM-2 inhibitor: inhibitors of Pseudomonas aeruginosa VIM-2 metallo-beta-lactamase | purified VIM-2, nitrocefin hydrolysis, epi-absorbance fluorescence | inhibition, % at 5.6 µM | actives 0.89% (n = 290,000);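 active = inhibition above the mean of all tested compounds plus 3 SD, cutoff set per screening run, cut at about 7.5% in these data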;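 note: red hydrolysis product quenches plate fluorescence so inhibitors raise well fluorescence; 0% = enzyme with DMSO and 100% = DMSO without enzyme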
IDE cell inh: cellular human IDE inhibition; P14735; HEK cells, FAbetaB cleavage, fluorescence polarization; inhibition, % at 5.59 µM; actives 0.41% (n = 320,000);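 active = percent inhibition above the average of all tested compounds plus 3 SD, set per screening campaign, cut at about 16% in these data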;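 note: IDE supplied by intact live HEK cells; FP after avidin binding of uncleaved biotin substrate so inhibition keeps polarization high; 0% = DMSO wells and 100% = 60 µM reference IDE inhibitor Ii1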
NS3 helicase inh: blocks Hepatitis C virus NS3 helicase unwinding; AID 1800; NS3 helicase DNA unwinding, Cy5 molecular beacon fluorescence; inhibition, % at 10.9 µM; actives 0.56% (n = 290,000);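 active = inhibition above the mean of all tested compounds plus 3 SD, set per campaign, cut at about 35% in these data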;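 note: 0% = DMSO wells and 100% = thioflavine S control wells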
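Compound dosing – single dose, 10.9 µM nominal final, DMSO 0.8% final · System – NS3 helicase fragment of HCV · Buffer or medium – MOPS pH 6.5, MgCl2, DTT, Tween20, BSA · Signal – Cy5 beacon fluorescence read at start and 1 h · Also added – annealed dual-labelled DNA beacon duplex, ATP-started · Schedule – 1 h at 25 °C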
UBC9 SUMO inh: SUMOylation inhibition; P63279; HTRF SUMOylation assay, SAE1/SAE2 + UBC9, in vitro; inhibition, % at 35 µM; actives 0.36% (n = 290,000); AID 2006; in the data active = inhibition above about 50%, passing the limit was not always enough; note: strong numbers were not always called active
Target sequence (P63279 whole entry, looked up): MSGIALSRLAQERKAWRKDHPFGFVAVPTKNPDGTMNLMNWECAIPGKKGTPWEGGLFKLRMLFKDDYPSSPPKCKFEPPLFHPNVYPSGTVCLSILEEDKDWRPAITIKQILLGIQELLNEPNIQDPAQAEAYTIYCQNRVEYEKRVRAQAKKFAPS
pCIP destab: compounds decreasing mouse p/CIP protein stability | Q05BA5 | F442A p/CIP-EGFP cells, EGFP fluorescence, 16 h | decrease of EGFP signal, % at 10 µM | actives 0.01% (n = 290,000) | AID 1984;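 active = EGFP signal decrease of at least 30% at 10 µM or well 3 SD below plate mean, unless failing retest; inactive = the rest, including hits failing retest or dose response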; note: some compounds called inactive have numbers as strong as hits; many of its hits are not listed in these tables
GalR3 antag: human GalR3 antagonism. inhibition, % at 3 µM. HEK293 GalR3-CNG cAMP membrane potential fluorescence; galR3 body fused to GalR1 C-terminus. actives 0.44% (n = 360,000);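 active = inhibition above the screen-wide average plus 3 SD, cut at about 13% in these data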;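 note: forskolin and galanin both at EC90 stimulate the cells; cAMP rise reported by CNG channel membrane potential dye signal; 0% = forskolin plus galanin with DMSO and 100% = forskolin alone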
Target sequence (O60755 1-299 limits assumed): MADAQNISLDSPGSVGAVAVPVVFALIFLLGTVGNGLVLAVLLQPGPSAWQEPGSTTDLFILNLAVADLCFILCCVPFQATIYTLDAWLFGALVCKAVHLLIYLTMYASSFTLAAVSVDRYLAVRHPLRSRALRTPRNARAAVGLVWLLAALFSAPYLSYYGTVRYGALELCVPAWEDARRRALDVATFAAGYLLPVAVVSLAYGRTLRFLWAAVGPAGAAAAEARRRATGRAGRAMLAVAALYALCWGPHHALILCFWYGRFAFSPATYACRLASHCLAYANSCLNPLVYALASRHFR
CRFR2-BP antag: antagonists of CRF-binding protein/CRF-R2 receptor complex; HEK293 CRF-R2/CRF-BP, CRF-induced calcium fluorescence; inhibition, % at 11.8 µM; actives 0.59% (n = 350,000); AID 588475;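 active = inhibition of the ligand-induced calcium signal above about 50% at the single tested concentration, limit read from the data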
IDE act: IDE (human) activation, cell-based; P14735; HEK cells, FAbeta-B cleavage, fluorescence polarization; 0% vehicle, 100% cell-free pure enzyme wells; activation, % at 5.96 µM; actives 0.073% (n = 340,000); AID 493087;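 active = activation above the mean of all tested compounds plus 3 SD, set per screening campaign, cut at about 17% in these data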
* hit, by the source's call; . = no result given; & = joins results of further samples.

SMILES | IMP-1 inhibitor | VIM-2 inhibitor | IDE cell inh | NS3 helicase inh | UBC9 SUMO inh | pCIP destab | GalR3 antag | CRFR2-BP antag | IDE act
CC(=O)Nc1nc2n(n1)C(c1ccc(Cl)cc1)C=C(C)N2 (stereo not drawn) | -3.0 | -1.6 | 5 | -7 | 19 | 3 | -1 | -13 | 1
Cc1ccc(CCNC(=O)c2cc(C)nn2-c2ccccc2)cc1 | -2.4 | -0.4 | 3 | -7 | 12 | -7 | 0 | 4 | -5
CC(=O)Nc1c(C)cc(S(C)(=O)=O)cc1C | -0.8 | -0.7 | -5 | 1 | 10 | -7 | -1 | 19 | 2
CCOc1ccccc1-c1cc(-c2ccc(OC)cc2)nc2c1c(=O)n(C)c(=O)n2C | . | . | 0 | . | 18 | -10 | -3 | 14 | 4
CCCc1cc(=O)[nH]c(NCc2ccc(Cl)cc2)n1 | -1.9 | -0.9 | 12 | 8 | 2 | -1 | 3 | -17 | 2
CC(=O)Nc1ccc(NC(=O)C/C(C)=N/NC(N)=S)cc1 | -1.6 | -1.9 | 8 | 4 | 18 | 8 | 0 | -5 | 2
O=C(CN1CCN(c2ccc(O)cc2)CC1)Nc1ccc(S(=O)(=O)N2CCCC2)cc1 | . | . | 4 | . | . | . | -1 | 0 | 4
O=C(NN1CCOCC1)c1cc(-c2cccs2)nc2ccccc12 | -2.6 | -6.0 | 0 | 3 | 20 | 1 | 0 | 26 | 4
CCOc1ccc(OCc2ccc(C(=O)OCc3ccccn3)o2)cc1 | -0.6 | -2.2 | 4 | -10 | -8 | 9 | -1 | -12 | -4
Cc1ccc(CNC(=O)c2cccnc2Sc2cccc(Cl)c2)cc1 | -2.9 | -1.0 | 0 | -1 | 0 | 9 | -3 | -25 | .
COC(=O)c1nc(NC(=O)c2ccccc2)n[nH]1 | -2.1 | -3.6 | 2 | -3 | 3 | -4 | -6 | 5 | 3
Cc1ccccc1Sc1ccc([N+](=O)[O-])cn1 | . | . | 1 | . | . | . | -3 | 33 | 6
CC(C)c1ccc(/C=C/C(=O)Nc2nc3ccc([N+](=O)[O-])cc3s2)cc1 | -2.8 | -3.2 | -3 | 1 | -9 | 2 | -4 | -13 | 2
CCOC(=O)c1c(C)c(C(=O)NCc2ccccn2)c(C)n1C | -2.5 | -4.4 | -3 | 9 | -19 | 0 | -4 | -10 | 0
CCOC(=O)C(NC(=O)CC)(Nc1sc(C)c(CC)c1C#N)C(F)(F)F (stereo not drawn) | -2.4 | -3.5 | 1 | 8 | 0 | -8 | -11 | -15 | 6
CC(C)(C)OC(=O)N[C@@H](C(=O)OC(C)(C)C)c1ccc2c(c1)OCO2 | . | . | 3 | . | . | . | -5 | 3 | 4
Cc1ccc(C(C)C)c(OCC(=O)NN=C2CCCC(=O)C2)c1 | . | . | -2 | . | . | . | -5 | 10 | 3
Cc1ccc(CNC(=O)C2CCCN(S(=O)(=O)c3cccnc3)C2)cc1 (stereo not drawn) | -2.6 | -2.5 | -4 | -3 | 19 | 4 | -4 | -4 | -7
COc1ccccc1N1CCN(S(=O)(=O)c2ccc3c(c2)n(C)c(=O)n3C)CC1 | -3.4 | -1.9 | 0 | 2 | 2 | -16 | -5 | 14 | 4
CCN(C(=O)Cn1cnc2c(nc3n2CCCCC3)c1=O)c1cccc(Cl)c1 | 0.1 | -0.8 | 2 | 8 | . | -16 | -5 | -20 | 3
O=C(c1ccco1)N1CCN(S(=O)(=O)c2ccc(Br)s2)CC1 | -1.7 | -3.1 | 2 | 10 | 18 | -8 | -2 | -1 | 1
CCCCN(CCCC)c1cc(C)nc(-c2ccccc2O)n1 | -2.9 | -6.9 | 4 | 5 | 18 | -1 | -1 | 10 | 4
COCCNCCOCCOc1cccc(OC)c1 | -2.4 | -2.6 | 8 | 4 | 5 | -1 | -4 | -13 | 6
O=C(CCNS(=O)(=O)c1cccs1)Nc1ccccc1F | -3.2 | -3.9 | -1 | 0 | -10 | -6 | -1 | 0 | 6
Cc1ccc(-n2nc3c(=O)n(CCCC(=O)N4CCCCC4)nc(C)c3c2C)cc1 | -1.9 | -2.7 | 4 | 1 | 17 | -2 | 2 | 4 | 3
(further entries)
SMILES | IMP-1 inhibitor | VIM-2 inhibitor | IDE cell inh | NS3 helicase inh | UBC9 SUMO inh | pCIP destab | GalR3 antag | CRFR2-BP antag | IDE act
Cn1cnnc1SCC(=O)NC1CCCCC1 | -0.6 | 0.5 | 8 | 15 | 38 | -1 | -1 | 10 | 1
CC1(C)O[C@@H]2C[C@H]3[C@@H]4CCC5=CC(=O)C=C[C@]5(C)[C@@]4(F)[C@@H](O)C[C@]3(C)[C@]2(C(=O)CO)O1 | -2.0 | -0.8 | 3 | -7 | 6 | 4 | -1 | -27 | 6
CSCCC(NS(=O)(=O)c1ccccc1F)C(=O)N1CCCCCCC1 (stereo not drawn) | -4.8 | -2.2 | 2 | -2 | 4 | -14 | -2 | -4 | -3
CC(C)(O)C#Cc1ccc(C(=O)NC2CCCCC2)s1 | -1.3 | 0.1 | -6 | 0 | -15 | 0 | -6 | -1 | 0
Cc1cc(=O)[nH]c(COc2ccccc2)n1 | -4.2 | -3.6 | 2 | 10 | 4 | -11 | 0 | -11 | 6
COc1ccc(S(=O)(=O)NNC(=O)C2COc3ccccc3O2)cc1[N+](=O)[O-] (stereo not drawn) | . | . | -3 | . | . | . | -1 | -2 | 3
Cc1nnc(SC/C=C/c2ccccc2)n(N)c1=O | -5.0 | -5.4 | -1 | 0 | -12 | -10 | -3 | 11 | 6
COc1cc(C)nc(N(Cc2ccccc2)S(=O)(=O)c2ccc(C)cc2)n1 | -3.9 | -3.8 | 0 | 1 | 14 | 5 | -8 | 1 | 2
CC(C)C(=O)Nc1ccc2c(c1)nc(CCN1CCCCC1)n2C | 0.0 | 1.6 | 1 | 6 | 0 | 10 | -2 | 6 | 2
CCOC(=O)N1CCN(CC(=O)Nc2sc(CC)cc2C(=O)c2ccc(OC)cc2)CC1 | -3.2 | -1.3 | -1 | -8 | -3 | -10 | -4 | 4 | 7
c1ccc(Cn2nnc3c(N4CCc5ccccc54)ncnc32)cc1 | -3.2 | -1.7 | 2 | 3 | 27 | -16 | -3 | -1 | 4
O=C(NCCCn1ccnc1)c1cc2c(ccc3ccccc32)o1 | -2.5 | 4.3 | 3 | -10 | 21 | -6 | -6 | -2 | .
CCC(C)(C)NC(=O)C(c1cccnc1)N(C(=O)c1csnn1)c1ccccc1 (stereo not drawn) | -2.0 | -1.9 | -3 | 4 | 12 | -7 | -2 | -2 | 2
O=C(NC(=S)Nc1ccc(N2CCOCC2)c(Cl)c1)c1cncc(Br)c1 | -3.0 | 2.5 | 2 | -3 | -9 | -2 | -3 | -43 | 7
N#Cc1cn(CCOc2ccccc2F)c2ccccc12 | -1.7 | -1.2 | 1 | -8 | -4 | -22 | -4 | -3 | -2
Cc1ccc(NC(=O)c2cc(Cl)nc3ccccc23)cc1 | -1.9 | -6.5 | -5 | 3 | 9 | -3 | -6 | -13 | 3
COc1ccc(N2CCN(C3CCCN(S(=O)(=O)c4ccc(C)cc4C)C3)CC2)cc1 (stereo not drawn) | -2.7 | -1.6 | 2 | 8 | -8 | -1 | 2 | 10 | 0
COc1ccc(Br)cc1S(=O)(=O)N(CC(=O)N1CCN(C)CC1)c1ccccc1 | -0.5 | -1.9 | 1 | 2 | 20 | 11 | -3 | -25 | 5
O=C(CSCc1cnn(-c2ccccc2)c1-n1cccc1)NCCN1CCOCC1 | -6.5 | -7.7 | -5 | 1 | 6 | -2 | -3 | 0 | 2
Cc1cc(OCC(=O)O/N=C(\N)c2ccccc2)cc(C)c1Cl | -0.9 | -4.5 | -4 | 1 | 5 | -5 | -7 | 11 | -2
Cc1cc(=O)cc(C)n1-c1ccc(F)cc1F | -2.1 | -0.1 | 2 | 8 | -21 | 18 | 5 | -10 | 6
COc1cc(/C=C2\CC/C(=C\c3cc(OC)c(OC)c(OC)c3)C2=O)cc(OC)c1OC | -0.5 | 1.0 | 1 | 13 | -3 | -7 | -5 | -4 | 2
Cc1ccc(/C=N/n2c(-c3ccco3)n[nH]c2=S)s1 | -2.8 | -1.4 | -3 | 0 | -8 | -8 | -1 | 37 | 1
Cc1ccc(CSCC2Nc3ccc(C(=O)N4CCN(c5ccc(F)cc5)CC4)cc3NC2=O)cc1 (stereo not drawn) | -4.0 | -2.1 | -2 | 25 | 12 | -34 | . | -19 | -6
Cc1cc(C)n(Cc2ccc(Cl)cc2Cl)c(=O)c1S(=O)(=O)c1ccccc1 | -1.8 | -1.7 | 8 | 1 | 0 | -22 | 10 | -28 | 6
(listing goes on)
SMILES | IMP-1 inhibitor | VIM-2 inhibitor | IDE cell inh | NS3 helicase inh | UBC9 SUMO inh | pCIP destab | GalR3 antag | CRFR2-BP antag | IDE act
Cc1cccc(COc2ncnc3nc[nH]c23)c1 | -2.2 | -1.7 | 3 | 3 | -1 | 2 | -4 | -2 | -12
CCN(CC)c1ccc(SS(=O)(=O)O)cc1 | -3.0&-1.7 | -2.8&0.4 | -1&0 | 1&1 | -20&17 | -15&-14 | 4&-1 | 12&9 | -5&0
Cc1cc(C(=O)OCC(=O)Nc2sc3c(c2C#N)CCC(C)C3)c2ccccc2n1 (stereo not drawn) | 0.9 | 0.3 | 2 | 32 | 15 | 3 | -2 | -12 | 2
COc1cccc(N2CCN(S(=O)(=O)c3ccc(-n4cnnn4)cc3)CC2)c1 | -2.8 | -3.9 | 1 | -2 | 18 | -2 | -7 | -2 | 1
COc1ccc(C)c2sc(N(CCCN(C)C)C(=O)c3ccc(S(=O)(=O)N4CCc5ccccc5C4)cc3)nc12 | . | . | -3 | . | . | . | -7 | -19 | 8
CCCC(=O)OCC(=O)Nc1ccccc1C#N | -2.4 | 1.2 | 4 | -20 | 17 | 7 | -4 | 9 | 0
Cc1ccc(C(=O)Nc2ccccc2C(=O)O)cc1S(=O)(=O)NC1CCCCC1 | -2.3 | -0.3 | 12 | -3 | -1 | 1 | 2 | 3 | -9
O=C(c1cccs1)N(CCN1CCCCC1)CC1CCCN(C2CCCC2)C1 (stereo not drawn) | -3.8 | -1.5 | -3 | 0 | 18 | 2 | -5 | -12 | 0
COCc1cc(=O)n2[nH]c(SCc3ccccc3)nc2n1 | -0.3 | -5.0 | -3 | -1 | 16 | 0 | -3 | 49 | 0
Cc1ccc(SCCC(=O)OCC(=O)Nc2ccc(C(N)=O)cc2)cc1 | . | . | -1 | . | . | . | -2 | 7 | -1
COCCNC(=O)C(c1ccc(C)o1)N(Cc1ccccc1)C(=O)Cn1nnc2ccccc21 (stereo not drawn) | -5.3 | -4.7 | 1 | 4 | -17 | 3 | 3 | 5 | -1

No enrichment for hits. About 3.2% of those tested had a hit in this group.
